Assay outcomes deposited in PubChem by several laboratories.
Diaph inh CS = counter-screen for diaphorase-based assays: diaphorase inhibitors and chemical oxidizers. diaphorase resazurin-to-resorufin fluorescence, NADH, 16 min; bacterial (C. kluyveri) enzyme, not human. inhibition, % at 20 µM. 190,000 tested, 0.69% active. AID 1217;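 active = primary screen inhibition at 20 µM above a set limit, cut at about 50% in these data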;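 also: plate controls were DMSO with full reaction for no effect and wells lacking NADH for full effect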
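Benchmarks: positive control wells lacking NADH, neutral wells with DMSO only. System: bacterial diaphorase enzyme (C. kluyveri). Input: 0.14 U/mL diaphorase, enzyme working solution. Detection: resorufin fluorescence, excitation 544 nm, emission 590 nm. Times: 16-min room-temperature incubation before reading.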
G6PDH counter = inhibits Leuconostoc G6PDH, flagging false hits in G6PDH-based assays; AID 1020; 200,000 tested, 0.12% active; inhibition, % at 5 µM; Purified L. mesenteroides G6PDH, diaphorase/resazurin coupled fluorescence, 45 min; in the data active = inhibition above about 50%
PMI activator = increases human mannose-6-phosphate isomerase activity; P34949; purified human PMI, coupled resazurin fluorescence, 20 min; hits give high values; 1 = vehicle control, 0 substrate-free wells; activation factor at 20 µM; 190,000 tested, 0.005% active; AID 1214;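 active = activation factor of 2 or more at 20 µM, relative to plate controls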
Target sequence (P34949 whole entry, looked up): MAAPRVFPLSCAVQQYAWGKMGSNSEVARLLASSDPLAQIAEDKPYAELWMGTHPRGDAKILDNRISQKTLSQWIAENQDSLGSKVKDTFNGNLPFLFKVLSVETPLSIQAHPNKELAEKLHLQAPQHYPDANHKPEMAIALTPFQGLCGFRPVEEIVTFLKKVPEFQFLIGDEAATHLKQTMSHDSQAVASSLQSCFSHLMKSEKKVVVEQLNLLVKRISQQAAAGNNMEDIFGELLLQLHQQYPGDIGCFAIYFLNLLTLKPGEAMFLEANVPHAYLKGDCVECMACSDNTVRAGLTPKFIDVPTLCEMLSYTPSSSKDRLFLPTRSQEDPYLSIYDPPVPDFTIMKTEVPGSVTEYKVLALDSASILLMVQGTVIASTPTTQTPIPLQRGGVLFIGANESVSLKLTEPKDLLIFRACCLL
PPARg SRC-1 ag = promotes SRC-1 coactivator recruitment by human PPARgamma; P37231; PPARgamma-SRC-1 coactivator recruitment biochemical assay; activation, % at 8 µM; 200,000 tested, 0.41% active; in the data active = activation above about 19%;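 also: 0% = DMSO and 100% = reference agonist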
ROMK primary = modulates human ROMK potassium channel activity | B-score at 10 µM | P48048 | 130,000 tested, 2% active | Tet-inducible ROMK, thallium flux fluorescence; actives lie on both sides;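 active = signal ratio slope over the read window, or its plate-corrected B-score, at least 3 SD from the plate mean, either direction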;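 also: B-score of the F/F0 ratio slope over 7 to 12 s after thallium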
Diaph act CS = diaphorase activation or chemical reduction counter-screen. Diaphorase/resazurin coupled assay, resorufin fluorescence, 16 min; hits give high values; 1 = vehicle wells, 0 = NADH-free wells. 190,000 tested, 0.005% active. activation factor at 20 µM;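 active = diaphorase activity raised at least twofold by the compound at 20 µM; inactive = activation factor below 2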
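Test system: Clostridium kluyveri diaphorase, purified enzyme; input: enzyme 0.07 U/mL final; buffer or medium: 50 mM HEPES pH 7.4 with 4.542 mM MgCl2, 0.005% Tween 20; also added: 0.114 mM NADH and 0.1 mM resazurin, final amounts; schedule: 16 min enzyme reaction, ambient temperature; technique: fluorescence of resorufin, 544 nm excitation, 590 nm emission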
TR-FRET SRC-2 ct = TR-FRET artefact, counter-screen to PPARgamma/SRC-2 agonist assay; hits give high values; TR-FRET ratio at 8 µM; 200,000 tested, 0.4% active; AID 1049; in the data active = TR-FRET ratio above about 2000; also: inactives centre near 1500
S1P3 antag = S1P3 (human) receptor antagonism | Q99500 | CHO S1P3 NFAT-BLA reporter, FRET fluorescence, antagonist mode | inhibition, % at 4.98 µM | 170,000 tested, 0.27% active;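 active = inhibition above the plate cutoff, the mean inhibition of test wells on that plate plus 3 SD, cut at about 28% in these data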;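 also: cells challenged with S1P at its EC80 of 0.8 µM; blue over green emission ratio from cleaved BLA substrate after 4 h stimulation; 0% = S1P-stimulated wells and 100% = unstimulated DMSO-only wells; some compounds past the cut are filed as inactive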
Target sequence (Q99500 whole entry, looked up): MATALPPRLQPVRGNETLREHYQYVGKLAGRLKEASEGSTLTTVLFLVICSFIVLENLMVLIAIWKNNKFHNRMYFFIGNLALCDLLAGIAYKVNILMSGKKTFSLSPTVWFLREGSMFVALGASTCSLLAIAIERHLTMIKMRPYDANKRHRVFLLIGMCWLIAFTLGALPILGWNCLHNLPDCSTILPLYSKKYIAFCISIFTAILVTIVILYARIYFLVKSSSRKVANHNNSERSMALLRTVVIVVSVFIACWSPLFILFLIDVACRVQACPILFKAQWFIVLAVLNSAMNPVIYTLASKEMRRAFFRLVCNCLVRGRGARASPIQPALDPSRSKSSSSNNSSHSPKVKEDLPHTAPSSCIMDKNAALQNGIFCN
PMI act hi M6P = PMI (human) activation, high substrate; P34949; coupled PMI enzyme assay, resazurin fluorescence, 20 min; hits give high values; 1 = untreated enzyme, 0 = substrate-free blank; activation factor at 20 µM; 190,000 tested, 0.34% active; AID 1216;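 active = activation factor of 2 or more at 20 µM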
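Test system: human PMI in coupled enzyme assay; Input: PMI at 15 ng/mL final; Medium: HEPES buffer, pH 7.4; Schedule: 20 min incubation at room temperature; Technique: resorufin fluorescence at Ex 544/Em 590 nm; Compound: 20 µM single dose; Probe or stimulus: Near-saturating mannose-6-phosphate, 1.0 mM.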
PPARg SRC3 recr = PPARgamma-driven SRC-3 recruitment agonism; biochemical PPARgamma/SRC-3 coactivator recruitment assay; activation, % at 8 µM; 200,000 tested, 0.26% active; AID 731; in the data active = activation above about 23%;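 also: 0% = DMSO and 100% = reference agonist; some compounds past the cut are filed as inactive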
PPARg SRC-2 ag = promotes SRC-2 coactivator recruitment by human PPARgamma; 200,000 tested, 0.34% active; P37231; PPARgamma LBD-SRC-2 recruitment, biochemical; AID 1032; activation, % at 8 µM; in the data active = activation above about 22%;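 also: 0% = vehicle and 100% = reference agonist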
* hit, by the source's call; . = no result given.

Letter code: A = Diaph inh CS; B = G6PDH counter; C = PMI activator; D = PPARg SRC-1 ag; E = ROMK primary; F = Diaph act CS; G = TR-FRET SRC-2 ct; H = S1P3 antag; I = PMI act hi M6P; J = PPARg SRC3 recr; K = PPARg SRC-2 ag
> COc1ccc(OCCCC(=O)Nc2ccc(N3CCCCC3)cc2)cc1
  A: 19; B: -20; C: 1.1; D: 6; E: -0.019; F: 0.8; G: 1678; H: 0; I: 1; J: 2; K: 0
> O=C(COC(=O)/C=C/c1ccccc1Cl)NC1CCCCCC1
  A: 0; B: 1; C: 1.1; D: 9; E: 0.26; F: 1; G: 1632; H: -5; I: 1; J: 6; K: 10
> COc1cc(Cl)c(S(=O)(=O)N2CC(C)OC(C)C2)cc1Cl (stereo not given)
  A: 8; B: -4; C: 1; D: 11; E: .; F: 0.9; G: 1610; H: 18; I: 1.1; J: -11; K: 5
> COCC(C)n1c(SCC(=O)NNC(=O)c2ccc(F)cc2)nc2ccccc2c1=O (stereo not given)
  A: 15; B: 8; C: 0.9; D: 12; E: -0.049; F: 0.9; G: 1673; H: -4; I: 0.9; J: 4; K: 14
> CCOC(=O)C1CCCN(C(=O)c2cc(Nc3ccc(OC)cc3)nc3ccccc23)C1 (stereo not given)
  A: 15; B: 7; C: 0.8; D: -6; E: -1.6; F: 0.8; G: 1423; H: .; I: 0.9; J: -6; K: 5
> C/C(=N\N1CCN(C)CC1)c1ccc(Cl)c(Cl)c1
  A: 1; B: 2; C: 0.9; D: 4; E: -1.4; F: 1; G: 1498; H: -22; I: 1; J: 1; K: 3
> Cc1nc(CNS(=O)(=O)c2ccc3c(c2)OCCO3)cs1
  A: 9; B: 6; C: 1; D: 7; E: .; F: 0.9; G: 1550; H: -20; I: 1; J: 20; K: 4
> CCCNC(=O)COC(=O)/C=C/c1ccco1
  A: 12; B: 5; C: 0.8; D: -2; E: 0.34; F: 0.9; G: 1653; H: -9; I: 0.9; J: 4; K: 6
> Cn1c(=O)oc2cc(S(=O)(=O)NCCN3CCN(c4ccccc4F)CC3)ccc21
  A: 3; B: 8; C: 1.1; D: 2; E: .; F: 1; G: 1563; H: 1; I: 1.1; J: 1; K: 4
> O=C(CSc1ncnc2nc[nH]c12)Nc1nnc(SCc2ccc(Cl)c(Cl)c2)s1
  A: 9; B: 2; C: 1.1; D: 2; E: 0.29; F: 0.9; G: 1446; H: -6; I: 1; J: 0; K: 6
> CCC(C)n1c(SCC(=O)Nc2ccccc2C(F)(F)F)nc2ccsc2c1=O (stereo not given)
  A: 22; B: 6; C: 1; D: 2; E: .; F: 0.8; G: 1402; H: .; I: 1; J: -1; K: -3
> COc1ccc(C(=O)Nc2cc(C)c3c(=O)oc4ccccc4c3n2)cc1
  A: 5; B: -62; C: 0.9; D: 24*; E: .; F: 0.9; G: 1536; H: .; I: 0.8; J: -5; K: 1
> COc1cc(C2CC(=O)N3CN(Cc4ccccc4)CSC3=C2C#N)ccc1OCc1ccccc1 (stereo not given)
  A: 42; B: 14; C: 0.5; D: 19*; E: .; F: 0.6; G: 1681; H: .; I: 0.3; J: 1; K: 7
> COc1ccc(C(=O)Nc2nc3ccc(S(C)(=O)=O)cc3s2)cc1OC
  A: 6; B: 3; C: 0.9; D: -5; E: .; F: 0.9; G: 1533; H: -21; I: 0.9; J: 0; K: 2
> Cc1ccc(S(=O)(=O)Oc2ccc(N3C(=O)C4C5CCC(C5)C4C3=O)cc2)cc1 (stereo not given)
  A: 1; B: 3; C: 1.1; D: -5; E: 0.66; F: 1; G: 1455; H: -8; I: 1.1; J: -1; K: -2
> COc1ccc(Cl)cc1NC(=O)Cn1c(=O)n2nc(C)nc2c2ccccc21
  A: 20; B: 16; C: 0.9; D: 2; E: .; F: 0.8; G: 1740; H: 4; I: 1; J: 0; K: 9
> COc1ccccc1NC(=O)CSc1nc2c(sc3ccccc32)c(=O)n1CCN(C)C
  A: 21; B: 8; C: 0.9; D: 2; E: -0.15; F: 0.8; G: 1478; H: -9; I: 1; J: 2; K: -7
> COc1ccc2c(c1)sc(=N)n2C
  A: -2; B: -2; C: 0.8; D: 10; E: 0.011; F: 1; G: 1521; H: -8; I: 0.9; J: 3; K: 4
> CN1CCN(CCCN(Cc2cccs2)C(=S)Nc2ccc(Cl)cc2)CC1
  A: 7; B: 5; C: 0.9; D: 12; E: -0.82; F: 0.9; G: 1346; H: -12; I: 1; J: 2; K: -8
> COc1ccc(-c2nc(-c3cccc(C)c3)nc(N3CCN(C)CC3)c2C#N)cc1
  A: 7; B: 4; C: 0.8; D: -1; E: 0.42; F: 0.9; G: 1580; H: .; I: 0.8; J: 19; K: 11
> COc1ccccc1OCC(=O)NNC(=O)c1cnccn1
  A: 6; B: 3; C: 0.8; D: 1; E: 0.19; F: 0.9; G: 1700; H: .; I: 0.9; J: 10; K: 2
> Brc1ccccc1OCCCCCN1CCOCC1
  A: -2; B: 6; C: 1.2; D: 13; E: 0.33; F: 1; G: 1676; H: -16; I: 1.2; J: -2; K: 0
> COC(=O)C(NNc1ccccc1C)(NC(=O)c1ccc(F)cc1)C(F)(F)F (stereo not given)
  A: 12; B: 12; C: 1.6; D: 2; E: -0.4; F: 0.9; G: 1612; H: .; I: 2.2*; J: -1; K: -6
> NC(=O)c1cc(N=Nc2c(N)[nH]n(-c3c(Cl)cc(Cl)cc3Cl)c2=O)ccc1Cl
  A: 7; B: 9; C: 1; D: 8; E: 0.11; F: 0.9; G: 1710; H: 11; I: 1; J: 8; K: 17
> CCOC(=O)C1=C(C)NC2=C(C(=O)C(C(=O)OCC)C(c3ccco3)C2)C1c1ccccn1 (stereo not given)
  A: 12; B: 7; C: 0.9; D: 1; E: 0.91; F: 0.9; G: 1677; H: -13; I: 0.9; J: 15; K: 7
> O=C(COC(=O)CCCN1C(=O)c2ccccc2C1=O)Nc1ncc(Cl)cc1Cl
  A: 22; B: -3; C: 1.1; D: 9; E: -0.06; F: 0.8; G: 1505; H: 6; I: 1; J: 2; K: -1
> CC(=O)Nc1cccc(Oc2cnc3ccccc3n2)c1
  A: 2; B: 0; C: 1; D: 5; E: .; F: 1; G: 1537; H: .; I: 1; J: 9; K: 4
> Cn1ccnc1SCC(=O)c1ccc(Br)cc1
  A: 9; B: 2; C: 0.9; D: 0; E: .; F: 0.9; G: 1682; H: 12; I: 0.9; J: 9; K: 1
> CCOC(=O)c1c(NC(=O)COC(=O)CNC(=O)c2ccco2)sc(C(C)=O)c1C
  A: 17; B: 4; C: 1; D: 4; E: -0.15; F: 0.8; G: 1579; H: -2; I: 1; J: 7; K: -3
> CN1C(=O)CC(N2CCN(c3ccccn3)CC2)C1=O (stereo not given)
  A: 15; B: 16; C: 0.9; D: -1; E: .; F: 0.8; G: 1317; H: -63; I: 0.9; J: -7; K: 3
> Cc1cc(NC(=O)Cn2cnc3c(nnn3-c3cccc(F)c3)c2=O)no1
  A: 1; B: 3; C: 0.9; D: 2; E: .; F: 1; G: 1415; H: -7; I: 1; J: -3; K: -6
> CCOC(=O)c1c(NC(=O)CNC2CCCc3ccccc32)sc(C(N)=O)c1C (stereo not given)
  A: 4; B: 2; C: 0.9; D: 10; E: -0.045; F: 1; G: 2026*; H: 4; I: 0.9; J: 10; K: 20
> COc1ccc(/C=C/C(=O)NC(=S)Nc2ccc(S(=O)(=O)Nc3nccnc3OC)cc2)cc1
  A: 14; B: -5; C: 0.8; D: 2; E: .; F: 0.9; G: 1500; H: -16; I: 0.9; J: 6; K: 10
> O=C(NC1(C(F)(F)F)NC(=O)N(CC2CCCCC2)C1=O)c1ccco1 (stereo not given)
  A: 29; B: 1; C: 0.9; D: 0; E: 1; F: 0.7; G: 1425; H: -35; I: 0.9; J: -5; K: -4
> COCCNC(=S)N/N=C(\C)c1cccc(C(F)(F)F)c1
  A: 20; B: 18; C: 0.9; D: 7; E: -0.24; F: 0.8; G: 1523; H: -5; I: 0.9; J: 0; K: -4
> Cc1ccc(S(=O)(=O)N2Cc3ccccc3CC2C(=O)Nc2cc(C)on2)cc1 (stereo not given)
  A: 12; B: 6; C: 1.1; D: -9; E: .; F: 0.9; G: 1324; H: 15; I: 1; J: -5; K: -6
> N#CC(c1ccccc1)C1CCN(Cc2ccccc2)CC1 (stereo not given)
  A: 6; B: 4; C: 1; D: -1; E: -0.77; F: 0.9; G: 1634; H: 5; I: 1.1; J: 1; K: 7
> COc1cc(C2CC(=O)c3cnc(N)nc3C2)cc(OC)c1OC (stereo not given)
  A: 12; B: 13; C: 1; D: -2; E: 3.9*; F: 0.9; G: 1533; H: .; I: 1; J: 4; K: 1
> Cc1cccc(NC(=S)N(CCc2ccncc2)C(C)C)c1C
  A: -8; B: 0; C: 1.1; D: 0; E: -1.6; F: 1.1; G: 1522; H: 1; I: 1; J: -3; K: -4
> CCn1c(=O)c(=O)[nH]c2cc(C(=O)NC3CCCC3)ccc21
  A: 0; B: 1; C: 1; D: -3; E: -0.52; F: 1; G: 1650; H: -5; I: 1; J: 1; K: 4
> COc1ccccc1C1C2=C(N=c3s/c(=C/c4cccc(OCC(=O)O)c4)c(=O)n31)c1ccccc1CC2 (stereo not given)
  A: 25; B: -1; C: 1.3; D: -3; E: 0.26; F: 0.8; G: 1534; H: -10; I: 1.5; J: 2; K: -4
> Cc1ccc(CC(=O)Nc2cccc(C)n2)cc1
  A: 5; B: 0; C: 0.9; D: 9; E: .; F: 1; G: 1618; H: .; I: 1; J: -8; K: 14
> CCC(C)N1CC(C(=O)NC2CCCCC2)CC1=O (stereo not given)
  A: 1; B: 8; C: 1.1; D: 3; E: .; F: 1; G: 1508; H: -35; I: 1.1; J: -6; K: 9
> CCCCNC(=S)NNC(=O)c1csc(C)c1C
  A: 5; B: 6; C: 1.1; D: -3; E: -0.84; F: 0.9; G: 1388; H: -5; I: 1.1; J: 4; K: -3
> CCOc1ccccc1N1Cc2cc(C)c(C)cc2C1
  A: 16; B: -17; C: 1.4; D: 5; E: .; F: 0.8; G: 1496; H: -3; I: 1.7; J: 7; K: -4
> Cc1ccc(NC(=O)CN(C)CC(=O)Nc2c(C)cccc2C)c(Br)c1
  A: 4; B: -3; C: 1; D: 2; E: .; F: 1; G: 1444; H: .; I: 1; J: -5; K: 6
> CCOC(=O)C1CCN(C(c2cccc(OC)c2)c2sc3nc(C)nn3c2O)CC1 (stereo not given)
  A: 10; B: 15; C: 0.9; D: -2; E: .; F: 0.9; G: 1446; H: -41; I: 0.9; J: -4; K: -2
